Screening data deposited in PubChem by National Center for Advancing Translational Sciences (NCATS).
IMPase Li cell: IMPase inhibition in cells with lithium potentiation; Potency, µM (series often up to 59.4 µM), without a hit: at the top dose activity, negative = IMPase inhibition, most hits filed as inhibitors; AID 1457; CHO-M1 cells, IP1 TR-FRET (IP-One), carbachol + lithium; 210,000 compounds, 0.35% hits;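 note: IP1 builds up when IMPase is blocked and the TR-FRET signal falls; potency is the fitted concentration of half-maximal effect; plate controls were basal vehicle for no effect and high inhibitor control for full effect; nearly all actives have a fitted effect of over 50% in size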
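CHO cells stably expressing M1 receptor (2000/well, cultured 16–30 h) treated 30 min at 37C with compound plus low lithium. Cytosolic IP1 by TR-FRET (665/620 ratio and 620 channel) after 10 min lysis; AC50 by Hill fit.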
L3MBTL1 block: inhibitors of human L3MBTL1. Q9Y468. AlphaScreen L3MBTL1–H3K9me1 peptide binding. Potency, µM (highest dose often 57.1 µM), inactives show top-dose activity, negative = inhibition, actives largely listed as inhibitors. 230,000 compounds, 0.66% hits. AID 485360; note: potency is the fitted concentration of half-maximal effect; % is set by controls: 0 for no effect and ±100 for the full control effect; nearly all actives have a fitted effect of over 60% in size
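AlphaScreen proximity signal between nickel-chelate acceptor and streptavidin donor beads (final 10 ug/mL) reports binding of 50 nM L3MBTL1 to 75 nM biotin-H3 K9me1 peptide; complex incubated with compounds 30 min at room temperature; cefsulodin titration as control.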
HttQ103 aggreg: inhibitors of mutant huntingtin aggregate formation in PC12 cells | PC12 HttQ103-GFP aggregates, Acumen cytometry, 40 h | 220,000 compounds, 1.1% hits | Potency, µM (highest dose often 46.1 µM), without a hit: top-dose activity change, negative = inhibition, most hits filed as inhibitors; note: potency is the fitted concentration of half-maximal effect; % is set by controls: 0 for no effect and ±100 for the full control effect; nearly all actives have a fitted effect of over 60% in size
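Steps: seed 1500 PC12 HTTQ103-GFP cells/well; add tebufenozide, 100 nM final; add compound titration; add ATPLite reagent; quantify GFP aggregates by laser scanning cytometry.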
CBFb RUNX1 block: CBF-beta/RUNX1 interaction disruption | AlphaScreen CBFb-His/RUNX1-biotin binding, biochemical | 230,000 tested, under 10 active | Potency, µM (top dose mostly 59.8 µM), for the others: at the top dose activity, negative = inhibition, usual class: inhibitors | Q01196+Q13951 | AID 1477; note: % of control where 0% means no effect
Target sequence (Q01196 whole entry, looked up): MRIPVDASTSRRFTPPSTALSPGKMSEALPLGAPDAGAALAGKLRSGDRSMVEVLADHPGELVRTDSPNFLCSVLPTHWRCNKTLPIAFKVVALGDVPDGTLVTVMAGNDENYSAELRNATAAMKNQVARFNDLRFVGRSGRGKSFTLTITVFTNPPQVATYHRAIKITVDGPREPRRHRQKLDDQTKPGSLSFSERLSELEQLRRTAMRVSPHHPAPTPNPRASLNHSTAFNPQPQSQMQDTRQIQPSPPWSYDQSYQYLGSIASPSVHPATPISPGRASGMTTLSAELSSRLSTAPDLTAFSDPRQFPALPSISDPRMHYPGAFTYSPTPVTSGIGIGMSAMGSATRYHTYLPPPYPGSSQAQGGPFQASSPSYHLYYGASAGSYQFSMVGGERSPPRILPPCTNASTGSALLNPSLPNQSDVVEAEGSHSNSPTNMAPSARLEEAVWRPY
Target sequence (Q13951 whole entry, looked up): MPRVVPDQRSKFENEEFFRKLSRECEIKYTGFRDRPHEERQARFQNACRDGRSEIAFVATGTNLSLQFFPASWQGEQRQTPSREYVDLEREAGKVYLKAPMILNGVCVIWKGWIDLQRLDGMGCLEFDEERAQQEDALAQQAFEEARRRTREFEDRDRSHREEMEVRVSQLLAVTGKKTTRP
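CBF-beta (His) and RUNX1 (biotin), 30 nM each; 20 min preassociation; + compound, 15 min; + beads 50 ng each (Ni, streptavidin), 90 min; RT; AlphaScreen read.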
Luc counter: Kinase-Glo luciferase inhibition (counter-screen); Q27757; Kinase-Glo luciferase, ATP luminescence, 8 min; Potency, µM (top dose mostly 38.3 µM), for inactives: top-dose activity change, negative = inhibition, hits mostly inhibitors; 200,000 compounds, 0.28% hits; note: potency is the fitted concentration of half-maximal effect; % is set by controls: 0 for no effect and ±100 for the full control effect; nearly all actives have a fitted effect of over 60% in size
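Compound is pinned into ATP-containing buffer (10 uM ATP, imidazole pH 7.2, 7 mM MgCl2). Kinase-Glo luciferase reagent is then added. Light output is recorded following an 8-min room-temperature incubation.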
NPSR antagonist: antagonists of human neuropeptide S receptor cAMP signaling; Q6W5P4; CHO-NPSR cells, cAMP TR-FRET, antagonist mode; Potency, µM (top dose mostly 38.3 µM), for the others: at the highest dose activity change, negative = inhibition, most hits filed as inhibitors; 220,000 compounds, 1% hits; AID 1461; note: potency is the fitted concentration of half-maximal effect; % is set by controls: 0 for no effect and ±100 for the full control effect; nearly all actives have a fitted effect of over 50% in size; many of its hits are not listed in these tables
Target sequence (Q6W5P4 whole entry, looked up): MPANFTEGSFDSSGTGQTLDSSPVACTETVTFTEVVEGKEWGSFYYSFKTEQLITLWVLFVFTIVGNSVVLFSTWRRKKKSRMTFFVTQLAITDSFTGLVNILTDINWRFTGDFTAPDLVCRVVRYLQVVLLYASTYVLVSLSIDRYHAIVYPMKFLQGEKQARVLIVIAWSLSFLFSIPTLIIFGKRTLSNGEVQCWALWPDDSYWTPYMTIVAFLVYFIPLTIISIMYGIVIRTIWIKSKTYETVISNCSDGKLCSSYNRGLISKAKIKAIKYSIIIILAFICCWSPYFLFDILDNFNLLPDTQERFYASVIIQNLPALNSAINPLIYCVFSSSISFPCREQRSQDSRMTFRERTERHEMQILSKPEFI
Epigenetic reg: regulators of epigenetic silencing causing reporter derepression in mouse cells; murine LDR cells, GFP reporter derepression, 30 h; Potency, µM (top dose mostly 53.9 µM), for the others: at the top dose GFP activation, hits mostly activators; 280,000 compounds, 0.2% hits; note: potency is the fitted concentration of half-maximal effect; % of control where 0% means no effect; nearly all actives have a fitted effect of over 60% in size
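Reporter derepression read as number of fluorescent GFP-positive objects, 20-120 um in size, counted by laser-scanning cytometer. Mouse LDR line with an epigenetically silenced CMV-GFP locus; compound incubation 30 h, 37 C.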
Starred values were filed as active, the others as inactive; u = inconclusive; x = not tested or not shown; [ ] = dose if it differs, or a comment. Calls come from the whole dose curve; as a rule, active = well fitted curve in the direction sought with a large enough effect; inconclusive = small, poorly fitted or top-dose-only effect, or another doubt; inactive = no such curve, though single readings can be large; an effect the other way counts as inactive or inconclusive. Only part of the results is shown; the hit share may differ from the screen's.

SMILES	IMPase Li cell	L3MBTL1 block	HttQ103 aggreg	CBFb RUNX1 block	Luc counter	NPSR antagonist	Epigenetic reg
Cc1ccc(C2(C)NC(=O)N(CC(=O)Nc3cc(C)on3)C2=O)cc1 (stereo unspecified)	-30%[38.3 µM]	5%	19%	-1%	-5%	2%[46.1 µM]	3.6%
Cc1cc(C)nc(SCc2ccc(C(=O)N/N=C3\CCCC(=O)C3)cc2)n1	12%	5%	26%	-18%	-2%	4%	-0.5%
CCC(C)NC(=O)CCn1c(-c2ccc(F)cc2)cc(C(C)=O)c1C (stereo unspecified)	14%	-4%	0%	14%	0%	-10%	-1.1%
CCC(c1nnc(SCCNCCO)n1CCN1CCOCC1)N(C)C (stereo unspecified)	-2%[38.3 µM]	10%	17%	-2%	10%	0%[46.1 µM]	1.6%
COc1cccc(-n2nc(C(N)=O)c(O)cc2=O)c1	-1%	x	2%	3%	7%	7%	-0.5%
CCc1ccc(N(C(C)=O)C2C=CS(=O)(=O)C2)cc1 (stereo unspecified)	37%[38.3 µM]	3%	9%	6%	5%	0%[46.1 µM]	0.6%
Cc1csc(CN(C)C(=O)CC2C(=O)NCCN2Cc2ccc(-c3ccccc3)cc2)n1 (stereo unspecified)	0%	6%	-6%[9.22 µM]	1%	-3%	1%	-1.1%
CCc1nnc(NC(=O)CSc2ccc(-c3nc4ccccc4[nH]3)cn2)s1	-18%[38.3 µM]	-3%	5%	-2%	-11%	-13%[46.1 µM]	-2.0%
COc1ccccc1NS(=O)(=O)c1cccc(C(=O)NCc2ccco2)c1	3%	x	-9%	-4%	2%	-28%	1.8%
CC(C)CCNC(=O)NC(=O)Cn1cc(C(F)(F)F)ccc1=O	22%[38.3 µM]	x	13%	-2%	0%	1%[46.1 µM]	0.0%
Cc1ccc(-n2c(SCc3cc(=O)n4ccsc4n3)nnc2-c2cccnc2)c(C)c1	-4%[38.3 µM]	u	12%	-7%	-8%	-4%[46.1 µM]	-0.2%
COc1ccc(C2=NC(c3ccccc3)CO2)cc1 (stereo unspecified)	10%	1%	7%	3%	-12%	-8%	1.0%
CCOC(=O)c1sc(-c2ccc(OC)cc2)cc1N	-26%[38.3 µM]	x	-14%	-3%	-7%	6%[46.1 µM]	-1.0%
COC(=O)C(CCSC)NC(=O)CNC(=O)C1CCCCC1 (stereo unspecified)	-8%[38.3 µM]	x	17%	-1%	-3%	2%[46.1 µM]	-0.7%
O=C(Nc1ccc2oc(-c3cccnc3)nc2c1)c1ccco1	-10%[38.3 µM]	0%	14%	-14%	1%	2%[46.1 µM]	1.0%
O=C(Nc1cccc(S(=O)(=O)c2cccc(NC(=O)C3CC3)c2)c1)C1CC1	6%	-11%	u	12%	-1%	-12%[46.1 µM]	-1.0%
C#CCSc1nsc(SCC#C)c1C#N	8%[38.3 µM]	-11%	9%	-2%	-2%	5%[46.1 µM]	4.3%
CCOC(=O)c1cc(C#N)c(C)nc1N(CC)CC	x	22%	4%[9.22 µM]	9%	x	20%	2.0%
Cn1ccs/c1=N\C(=O)Nc1ccccc1	-11%	4%	-1%[9.22 µM]	-23%	x	-6%	1.1%
CSCCC(NC(=O)CCN1C(=O)c2ccccc2C1=O)C(=O)O (stereo unspecified)	-6%	1%	-15%	8%	2%	-4%[46.1 µM]	-1.0%
Cc1ccccc1C(=O)N[C@H](C(=O)Nc1ccc(Cl)c(Cl)c1)C(C)C	4%	4%	11%	-5%	0%	3%	-0.1%
CC(=O)N1CCN(S(=O)(=O)c2ccc(C)cc2)C1C(C)C (stereo unspecified)	-3%[38.3 µM]	6%	-4%	0%	2%	-2%[46.1 µM]	-0.7%
O=C(Cn1c(=O)oc2ccccc21)N1CCCCC1	0%[38.3 µM]	-7%	5%	1%	-9%	7%[46.1 µM]	-2.7%
CCOC(=O)Cc1c(C)[nH]n(-c2ccccc2)c1=O	x	u	-5%[9.22 µM]	-24%	x	-19%	1.1%
COCCN1Cc2cccc(C(=O)Nc3cccnc3)c2C1=O	22%[38.3 µM]	0%	-7%	5%	-2%	-16%[46.1 µM]	-0.9%
Other entries.
SMILES	IMPase Li cell	L3MBTL1 block	HttQ103 aggreg	CBFb RUNX1 block	Luc counter	NPSR antagonist	Epigenetic reg
O=C(NCCCCNC(=O)c1ccccn1)c1ccccn1	0%	-11%	12%[9.22 µM]	-6%	0%	-20%	0.0%
Cc1ccc(-n2c(C)cc(C(=O)CSc3nnc4ccccn34)c2C)cc1	6%	-14%	-32%	-12%	-6%	12%	2.1%
CS(=O)(=O)N(Cc1ccco1)Cc1ccccc1Cl	11%[38.3 µM]	3%	-16%	4%	7%	-9%[46.1 µM]	0.0%
COc1ccc(CN(Cc2ccccn2)C(=O)CN2C(=O)COc3ccccc32)cc1	6%[38.3 µM]	-2%	14%	10%	-3%	13%[7.67 µM]	1.7%
Nc1cc(S(=O)(=O)N2CCCCC2)ccc1N1CCOCC1	4%	-2%	1%	2%	5%	7%	-3.9%
CC1=N/C(=C/c2cccnc2)C(=O)O1	-3%	x	-6%	7%	2%	-8%	1.1%
CCOC(=O)c1oc2ccc(OC)cc2c1NC(=O)CN1CCN(C)CC1	28%[38.3 µM]	x	13%	-7%	0%	6%[46.1 µM]	0.8%
O=C1c2ccccc2C(=O)N1c1ccc(-c2nc3ccccc3o2)cc1	x	-2%	-15%	1%	x	4%[46.1 µM]	0.2%
O=C(NCCOc1ccc(Cl)cc1)C1CCCCC1	5%	6%	-10%	15%	1%	-16%	-0.3%
c1ccc(CSc2ncnc3c2sc2nc(N4CCOCC4)c4c(c23)CCCC4)cc1	-8%[38.3 µM]	-4%	-9%	5%	-2%	2%[46.1 µM]	-1.1%
CCOC(=O)N1CCN(c2cc(=O)n(C)c(=O)n2C)CC1	x	x	-6%[9.22 µM]	7%	x	8%	-1.6%
Oc1ccc(Cn2cc[nH]c2=S)cc1	-9%	x	x	11%	-6%	-4%[46.1 µM]	-1.2%
O=Cc1cn(CCC(=O)O)nc1-c1cccc(Cl)c1	2%	3%[11.4 µM]	22%	2%	1%	10%	-1.2%
CN1CCN(/N=C/c2ccc(-c3ccc([N+](=O)[O-])cc3)o2)CC1	12%	-15%	-4%[9.22 µM]	-5%	-3%	56%	1.5%
CC1(C)NC(=O)N(CC(O)COc2ccccc2-c2ccccc2)C1=O (stereo unspecified)	1%[38.3 µM]	0%	-5%	-4%	0%	13%[7.67 µM]	1.6%
CN1CCC(CNC(=O)Nc2csc3ccccc23)CC1	x	-2%	14%[9.22 µM]	-8%	x	-15%	0.0%
O=C(c1cc(-c2ccc3c(c2)OCO3)on1)N1CCOCC1	17%[38.3 µM]	-3%[11.4 µM]	7%	3%	-25%	14%[46.1 µM]	0.0%
Cc1c(NC(=O)c2cc(-c3ccc(Cl)s3)nc3ccccc23)c(=O)n(-c2ccccc2)n1C	-1%[38.3 µM]	2%	-5%	7%	7%	-5%[46.1 µM]	0.9%
Nc1ccc(Cc2ccc(N)c(C(=O)O)c2)cc1C(=O)O	-5%	x	-7%	2%	1%[7.66 µM]	-5%[46.1 µM]	-1.0%
Cc1nn(C)c(Oc2ccccc2)c1[N+](=O)[O-]	22%[38.3 µM]	x	25%	-5%	-2%	-7%[46.1 µM]	1.0%
Cc1cc(N2CCCCC2)nc(NCc2ccccc2)n1	14%[38.3 µM]	1%	u	4%	-1%	6%[46.1 µM]	0.1%
O=C(COn1nnc2ccccc21)N1CCN(Cc2ccccc2)CC1	-7%	x	12%	5%	-1%	5%	0.2%
Cc1ccccc1NS(=O)(=O)c1cc(C(=O)NCc2ccco2)ccc1C	20%[38.3 µM]	x	-1%	-4%	0%	-16%[46.1 µM]	2.3%
CN1CCc2nc(NC(=O)COc3ccc4ccccc4c3)sc2C1	-4%	x	u	-12%	1%	-20%	1.3%
CCOc1cc(/C=N/Nc2cccc(C(=O)O)c2)ccc1OCC(=O)N1CCCCC1	5%	-8%	4%	-13%	7%	-8%	1.5%
The results go on.
SMILES	IMPase Li cell	L3MBTL1 block	HttQ103 aggreg	CBFb RUNX1 block	Luc counter	NPSR antagonist	Epigenetic reg
CCOC(=O)c1[nH]c(C)c(C(=O)NCCCN2CCOCC2)c1C	6%[38.3 µM]	3%	7%	4%	-3%	6%[46.1 µM]	1.9%
COc1ccc2nc(NC(=O)CSc3ccccc3)sc2c1	-32%[38.3 µM]	x	2%[9.22 µM]	-1%	3%	-15%[46.1 µM]	0.3%
CCCCNC(=O)/C=C/c1ccc(S(=O)(=O)Nc2ccc(OC)cc2)cc1	-3%	-2%	15%	2%	0%	-32%	-0.3%
O=[N+]([O-])c1ccccc1-c1ccc(C(=S)N2CCCCC2)o1	x	u	9%[9.22 µM]	u	x	43%	2.1%
COc1ccc(C2C(C(N)=O)=C(C)Nc3nc(-c4ccccc4OC)nn32)cc1OC (stereo unspecified)	-7%[38.3 µM]	0%	25%	4%	4%	-3%[46.1 µM]	-0.3%
CCOC(=O)CC1C(=O)NCCN1C(=O)c1c(F)cccc1F (stereo unspecified)	18%[38.3 µM]	x	-25%	5%	18%	-4%[46.1 µM]	-4.6%
CCCCOC(=O)C1C2C=CC3(CN(CCc4ccccc4)C(=O)C13)O2 (stereo unspecified)	10%	4%	-2%	0%	-1%	1%[46.1 µM]	-1.0%
CC(C)(C)c1ccc(S(=O)(=O)C(C)(C)C)cc1	4%	-7%	-21%	11%	3%	17%	-0.1%
Cc1ccc(NS(=O)(=O)c2ccc(NC(=O)CSc3ccc(Cl)cc3)cc2)c(C)c1	21%[38.3 µM]	2%	-3%	-1%	-2%	-18%[46.1 µM]	0.5%
CCCN(CCC)c1nc(C)cc(C(C#N)c2nc3ccccc3o2)n1 (stereo unspecified)	35%[activator][38.3 µM]	2%	8%	2%	3%	-11%[46.1 µM]	3.3%
O=S(=O)(c1ccccc1)n1ccc(-c2cnc(-c3ccccc3)s2)n1	6%[38.3 µM]	1%	7%	-3%	-7%	u	-1.3%
CC(CC1CC(C)(C)OC1=O)C(=O)Nc1ccc([N+](=O)[O-])cc1 (stereo unspecified)	-6%	-13%	-3%	-1%	7%	4%	-1.0%
CCn1c(-c2nn(C)c(C)c2Cl)n[nH]c1=S	-1%	3%	19%	14%	-2%	9%[46.1 µM]	4.7%

Rewritten bar-delimited: 2 of the compounds above.
Structure | IMPase Li cell | L3MBTL1 block | HttQ103 aggreg | CBFb RUNX1 block | Luc counter | NPSR antagonist | Epigenetic reg
O=S(=O)(c1ccccc1)n1ccc(-c2cnc(-c3ccccc3)s2)n1 | 6%[38.3 µM] | 1% | 7% | -3% | -7% | u | -1.3%
CC(CC1CC(C)(C)OC1=O)C(=O)Nc1ccc([N+](=O)[O-])cc1 (stereo unspecified) | -6% | -13% | -3% | -1% | 7% | 4% | -1.0%
